Bioassay records deposited in PubChem BioAssay by several laboratories.
HIV RNase H inh = inhibitors of HIV-1 reverse transcriptase RNase H; RT-RNase H RNA/DNA duplex cleavage, fluorescence; P04585; 65,000 tested, 1.9% active; AID 565; inhibition, % at 10 µM; in the data active = inhibition above about 50%
RmlC RmlD mix = mixture blocks RmlC and RmlD coupled enzyme activity | RmlC/RmlD coupled enzyme inhibition, 384-well mixture HTS | inhibition, % at 5.5 µM | 110,000 tested, 0.39% active | AID 1532; in the data active = inhibition above about 30%, passing the limit was not always enough; also: strong numbers were not always called active
* = called active by the depositor; / = no result given. A portion of the library; rates above refer to the full screens.

The opening 5 compounds, ahead of the listing:
SMILES	HIV RNase H inh	RmlC RmlD mix
Cc1cc(C(=O)Cn2nnc3ccccc3c2=O)c(C)n1-c1c(C)n(C)n(-c2ccccc2)c1=O	6	-10
Clc1ccc(Nc2ncn[nH]2)cc1	/	2
Cc1ccc(S(=O)(=O)NCCOc2nc(N3CCOCC3)nc(N3CCOCC3)n2)cc1	/	-16
CSc1nc(-c2ccc(C)cc2)[nH]c1S(=O)(=O)c1ccccc1	/	-1
COC(=O)CNC(=O)c1ccc(=O)oc1	-1	6

The whole of this part, previewed entries included:
SMILES	HIV RNase H inh	RmlC RmlD mix
Cc1cc(C(=O)Cn2nnc3ccccc3c2=O)c(C)n1-c1c(C)n(C)n(-c2ccccc2)c1=O	6	-10
Clc1ccc(Nc2ncn[nH]2)cc1	/	2
Cc1ccc(S(=O)(=O)NCCOc2nc(N3CCOCC3)nc(N3CCOCC3)n2)cc1	/	-16
CSc1nc(-c2ccc(C)cc2)[nH]c1S(=O)(=O)c1ccccc1	/	-1
COC(=O)CNC(=O)c1ccc(=O)oc1	-1	6
CCCC(C(=O)NC1CCCC1)N(Cc1ccc2c(c1)OCO2)C(=O)c1snc(C(N)=O)c1N (centres undefined)	/	-5
CCCC(=O)Nc1ccc(OCC(O)CNC(C)C)c(C(C)=O)c1 (centres undefined)	-11	-13
COc1ccc(NC(=O)CSc2nnc(-c3ccccn3)n2N)c(OC)c1	3	-88
COCCCNC(=O)C1CCN(S(=O)(=O)N(CC(C)C)CC(C)C)CC1	5	-16
CC1(C)Cc2[nH]c(=O)c(C#N)cc2CS1	17	5
COc1ccc(/C=N/n2c(-c3cccs3)n[nH]c2=S)cc1	/	15
CC[C@@H](C)C(NC(=O)OC(C)(C)C)c1cn([C@@H](Cc2ccc(O)cc2)C(=O)N2CCN(C(=O)OC(C)(C)C)CC2)nn1 (some centres undefined)	/	-1
CC1Cc2ccccc2N1C(=O)C1CCCN1S(=O)(=O)c1ccc(Cl)cc1 (centres undefined)	-14	-8
Cn1nc(C(C)(C)C)cc1C(=O)NCc1ccc(N2CCCC2=O)cc1	9	6
COc1cc(/C=N/NC(=O)CCn2c3ccccc3c3ccccc32)ccc1O	/	-8
N#Cc1cn(CC(=O)NCc2cccnc2)c2ccccc12	-7	-8
O=C1N=C(N2CCOCC2)S/C1=C\C=C/c1ccccc1	/	12
COc1ccccc1OCCSc1nnnn1C1CCCCC1	/	8
COCCNc1nnc(SCC(=O)c2ccc3c(c2)OCO3)s1	14	-2
Cc1ccc(NC(=O)Cn2nnc(C(=O)NCc3ccccc3)c2N)cc1C	7	41
CC(C)NC(=O)COC(=O)c1ccc(Oc2ccccc2)cc1	/	3
O=C(/C=C/c1cccs1)c1ccc(NC(=O)c2cccc(Br)c2)cc1	/	14
CC1CCN(S(=O)(=O)c2cccc(-c3csc(-c4cccnc4)n3)c2)CC1	/	-6
CC(=O)NC1CC(C)(C)N(OC(C)=O)C(C)(C)C1	-1	-10
CCOC(=O)N1CCN(C(=O)c2n[nH]c(=O)c3ccccc23)CC1	-7	-8
COc1ccc(Cl)cc1NC(=O)NC1CCCCC1	/	8
O=C(CSc1nc2c(c(=O)n1-c1ccccc1)SCC2)N1CCN(c2ccccc2)CC1	-7	-4
CCOC(=O)c1[nH]cnc1C(=O)Nc1cccc(N)n1	-7	/
Cc1cc(Cl)ccc1OCc1n[nH]c(=S)n1C1CCCCC1	/	-7
CC1CC(=O)C2=C(C1)OC(N)=C(C#N)C2c1coc2ccccc2c1=O (centres undefined)	-1	-3
CSCCC(NS(=O)(=O)/C=C/c1ccccc1)C(=O)N1CCC(C)CC1 (centres undefined)	5	2
Cn1c(=O)cc(N2CCN(C(=O)c3ccco3)CC2)[nH]c1=O	/	4
COc1cccc(N2CCN(CC(=O)NCc3cccs3)CC2)c1	-10	1
CCOC(=O)c1c(CC(C)C)csc1NC(=O)C(C)C	/	14
COC(=O)c1c(C)oc2cc(Br)c(OCC(=O)C(C)(C)C)cc12	0	2
Cn1c2c(c3ccccc31)CCSC2=O	-44	-13
O=C(NCc1ccccc1)C1=C[C@@H](c2coc3ccccc3c2=O)C[C@@H](OCc2ccc(CO)cc2)O1	/	-10
O=C(CN1C(=O)c2ccccc2C1=O)N1CCCCC1	-10	-12
CCOc1ccc(CCNC(=O)Cc2nn[nH]n2)cc1OCC	-28	4
O=C1/C(=N\O)Cc2ccccc21	/	-7
CCOC(=O)Cn1c(C)cc(=O)c2cccc(C)c21	-26	7
CCOc1cc(S(=O)(=O)n2cc(-c3ccc(F)cc3)c(N)n2)cc(OCC)c1OCC	-5	-5
O=C1[C@@H]2[C@H](C(=O)N1Cc1ccco1)[C@H]1C=C[C@@H]2C1	/	-5
CCC1=NNc2cccc3c(OC)ccc1c23	/	8
COc1cc(C(=O)Nc2ccc(Br)cc2C(=O)c2ccccc2)cc(OC)c1OC	/	-7
Cc1cc(C)n(CCc2nc(-c3ccc(C)o3)cs2)n1	/	-9
CCCNC(=O)C1CC(=O)N(c2ccc(OCC(=O)Nc3cccc(C)c3C)cc2)C1 (centres undefined)	-9	-9
CCOc1ccc(Nc2nc(Cc3nnc(SCC(=O)c4ccc(C)c(C)c4)o3)cs2)cc1	/	11
COc1c(OC(C)=O)ccc(/C=C/c2ccc3ccccc3n2)c1[N+](=O)[O-]	/	-6
CCOC(=O)c1sc(NC(=O)CSc2nnc(C(C)C)n2CC)nc1C	0	/

Structures listed so far containing two or more sulfur atoms (8):
SMILES	HIV RNase H inh	RmlC RmlD mix
CSc1nc(-c2ccc(C)cc2)[nH]c1S(=O)(=O)c1ccccc1	/	-1
COc1ccc(/C=N/n2c(-c3cccs3)n[nH]c2=S)cc1	/	15
COCCNc1nnc(SCC(=O)c2ccc3c(c2)OCO3)s1	14	-2
CC1CCN(S(=O)(=O)c2cccc(-c3csc(-c4cccnc4)n3)c2)CC1	/	-6
O=C(CSc1nc2c(c(=O)n1-c1ccccc1)SCC2)N1CCN(c2ccccc2)CC1	-7	-4
CSCCC(NS(=O)(=O)/C=C/c1ccccc1)C(=O)N1CCC(C)CC1 (centres undefined)	5	2
CCOc1ccc(Nc2nc(Cc3nnc(SCC(=O)c4ccc(C)c(C)c4)o3)cs2)cc1	/	11
CCOC(=O)c1sc(NC(=O)CSc2nnc(C(C)C)n2CC)nc1C	0	/

Remaining list, next part:
SMILES	HIV RNase H inh	RmlC RmlD mix
O=c1c2c3nc4ccccc4nc3n(Cc3ccccc3)c2ncn1Cc1ccco1	25	-5
CCOC(=O)N1CCN(S(=O)(=O)c2ccc3c(c2)CCN3C(=O)CC)CC1	-2	-13
CCn1cc(C(=O)NCc2cccs2)c(=O)c2cc(S(=O)(=O)N3CCOCC3)ccc21	7	/
CCOC(=O)C1=C(C)N(CCCC(=O)O)C(=O)NC1c1cc2ccccc2c2ccccc12 (centres undefined)	/	8
CCC(CC)C(=O)Nc1cccc(C(=O)NCCc2ccc(S(N)(=O)=O)cc2)c1	/	6
CCOC(=O)CN1C(=O)C(O)=C(C(C)=O)C1c1ccc(F)cc1 (centres undefined)	0	-94
CCn1c(SCC(N)=O)nnc1-c1ccc(OC)c(OC)c1	4	-16
CCC(=Nc1ccc(OC)cc1OC)c1c(O)n(C2CCCCC2)c(=O)[nH]c1=O	-1	7
CC1CCCN(CC(O)COCC2COc3ccccc3O2)C1 (centres undefined)	/	-12
CCOC(=O)Cn1c(CN2CC(C)OC(C)C2)nc2c1c(=O)n(C)c(=O)n2C (centres undefined)	-14	3
NC(=O)CC(NC(=O)Cc1ccc(Br)cc1)c1ccc(NCCc2cccc(F)c2)c([N+](=O)[O-])c1 (centres undefined)	/	-7
CC1CCN(S(=O)(=O)N2CCC(C(=O)N3CCC(N(C)CC4CCCO4)CC3)CC2)CC1 (centres undefined)	-4	12
N#Cc1c(-c2ccco2)nc(SCC(=O)Nc2cccc(Cl)c2)[nH]c1=O	16	27
CCOC(=O)C1=C(C)N(CCCC(=O)O)C(=O)NC1c1ccc(Br)cc1 (centres undefined)	/	5
N#Cc1cc(-c2ccccc2)nn1-c1ccccc1	91*	-4
O=S(=O)(/N=C(/c1ccc(Cl)cc1)N1CCOCC1)c1ccc(Cl)cc1	/	5
COC(=O)COc1ccc(S(=O)(=O)Nc2cc(OC)ccc2OC)cc1	-16	-2
O=C(O)Cn1ccnc1	-27	/
O=C(O)C1CCCCC1C(=O)NCCc1ccccc1 (centres undefined)	3	10
CCOc1cc(C(=O)OCC(=O)c2c(C)[nH]c3ccccc23)ccc1OCC(=O)N1CCOCC1	-17	-8
Cn1cnc(CCN)c1	/	3
CC(=O)N1CCN(C(=O)CNc2cc(C(F)(F)F)ccc2OCC(F)(F)F)CC1	4	-2
Cc1nnc2ccc(Oc3ccc(-c4ccccc4)cc3)nn12	-24	12
N#Cc1cccc(NC(=O)COc2ccc(-n3ccnc3)cc2)c1	-14	3
COc1cc(-n2c3nc4ccccc4nc3c3c(=O)n(Cc4ccco4)cnc32)cc(OC)c1OC	-3	/
CN=Cc1cc(-c2ccccc2)sc1O	-1	-17
CCc1nc(N2CCOCC2)c(C#N)c2c1CCCC2	-13	/
Cc1onc(-c2ccccc2)c1C(=O)Nc1ccnn1C1CCCCC1	-1	13
O=C(NCc1ccco1)C1CC(c2ccc(C(F)(F)F)cc2)=NO1 (centres undefined)	/	5
O=C(C/C=N/OCc1ccc(Cl)cc1Cl)c1ccccc1	/	-10

Record cards, from the list above:
CN=Cc1cc(-c2ccccc2)sc1O is listed with HIV RNase H inh: -1; RmlC RmlD mix: -17
O=C(C/C=N/OCc1ccc(Cl)cc1Cl)c1ccccc1 is listed with HIV RNase H inh: /; RmlC RmlD mix: -10

Next section
SMILES	HIV RNase H inh	RmlC RmlD mix
O=C(CCc1nc2cccnc2n1Cc1ccccc1)NCCc1ccc(Cl)cc1	/	13
O=C(Nc1ccc(N2CCN(C(=O)c3ccc(Cl)cc3)CC2)cc1)c1cc2ccccc2o1	/	-15
CCOC(=O)C1CCCCN1Cc1ccc(C(F)(F)F)cc1 (centres undefined)	/	-6
CCc1ccccc1NC(=O)c1cnccn1	-5	6
CCCn1c(SCC(=O)Nc2nnc(-c3ccccc3)s2)nnc1-c1ccccn1	3	1
CC1=CC=CC2=NC(=O)CC(C)(C(=O)N(CC(=O)NC(C)C)C3CCCC3)N12 (centres undefined)	-6	15
CCN1C(=O)CSC1=NC12CC3CC(CC(C3)C1)C2	/	-14
COc1ccccc1CNC(=O)C1CCN(c2nc3ccccc3o2)CC1	-20	-10
O=C(NC1CCN(C(=O)NC2CCCCC2)CC1)c1ccco1	-1	-10
CCc1c(C)nc(SCC(=O)c2cccs2)c(C#N)c1C	/	-16
COc1ccc([C@H]2/C=C\CN(C(=O)[C@H](Cc3ccccc3)NC(=O)OCC3c4ccccc4-c4ccccc43)CC(=O)N2Cc2ccc(F)cc2)cc1	/	-11
COc1ccc(C2Sc3nncn3N2Cc2ccc(C#N)cc2)cc1 (centres undefined)	-6	3
O=c1cc2c(nn1Cc1cccc(Cl)c1)-c1ccccc1CC2	/	-7
CN(C)c1ccc(P(=O)(OC2CCCCC2)C(O)c2cccnc2)cc1 (centres undefined)	2	-4
O=C(CSc1nc2ccccc2n1CCc1ccccc1)NC1CCS(=O)(=O)C1 (centres undefined)	/	-11
CCOC(=O)c1c(C)n(C)c2ccc(OCC(O)Cn3nc(C)c(Br)c3C)cc12 (centres undefined)	-20	10
O=C1/C(=C/c2cccnc2)Oc2cc(OS(=O)(=O)c3ccc(Cl)cc3)ccc21	/	7
O=C(NCC1CCCO1)C1CCN(S(=O)(=O)c2cccnc2)CC1 (centres undefined)	-1	0
CCc1ccccc1N1CC23C=CC(O2)C(C(=O)O)C3C1=O (centres undefined)	-7	12
CC(C)(C)NC(=O)CSC(=Nc1cccc(F)c1)NC#N	/	3
COc1ccc(OCC(=O)OCCN2C(=O)c3ccccc3C2=O)cc1	-32	-12
CCC(C)(C)n1nnnc1C(CC(C)C)N1CCC(C(N)=O)CC1 (centres undefined)	3	-10
Cc1cc(C(=O)OCC(=O)NC(=O)NC(C)(C)C)c(C)o1	-30	1
Cc1cc(C(=O)OCC(=O)Nc2ccccc2F)c(C)o1	/	-15
CCOc1ccc2nc(SCC(=O)NCc3ccco3)sc2c1	-5	2
CCOc1cccc(C2C(C#N)=C(N)Oc3cc(C)n(Cc4ccccn4)c(=O)c32)c1OCC (centres undefined)	-15	3
COCC(=O)OCn1nnc2ccccc2c1=O	28	7
C[C@](N)(Cc1ccc(O)c(O)c1)C(=O)O	/	-13
c1ccc(-c2nc3ccccc3c3nncn23)cc1	-14	/
CCN1CCN(c2nc3sc4c(c3c3ncnn23)CC(C)CC4)CC1 (centres undefined)	-7	46
CCCNC(=O)c1ccc2c(=O)c(O)c(C)[nH]c2c1	/	-14
N=c1n(CCN2CCCCC2)c2ccccc2n1CC(O)c1cccc(Br)c1 (centres undefined)	6	-15
Cc1nn(C)c(C)c1S(=O)(=O)N(CC(=O)NCc1ccco1)c1ccc(C(C)C)cc1	-11	20
O=C(O)C1CSC(c2ccncc2)N1 (centres undefined)	-69	15
O=C1c2ccccc2C(=O)c2c1ccc(C(=O)N1CCCCC1)c2NCCO	/	4
CCCCN(CCCC)C(=O)CSc1nnc2n(C)c(=O)c3c4c(sc3n12)CCCC4	-7	4
CCOC(=O)c1cnc(SCc2cccc(C)c2)nc1N	/	56
COc1ccc(-c2cc(C(F)(F)F)nc(N3CCN(C)CC3)n2)cc1OC	/	-10
c1cncc(C2CCCCN2Cc2ccc3c(c2)OCO3)c1 (centres undefined)	13	5
COc1ccc(NC(=O)C2C(=O)N(CCO)C3(C)CC2c2ccccc2O3)cc1 (centres undefined)	-36	-1
CN1c2ccccc2C(C)(C)C12C=Cc1cc(O)ccc1O2 (centres undefined)	-7	7
Cc1c(C(C)(C)C)c(C=S)n2ccccc12	/	4
Cc1ccc(NS(=O)(=O)c2ccc(NC(=O)[C@@H]3CCCC[C@@H]3C(=O)O)cc2)c(C)c1	/	-10
CC(C)CNC(=O)c1cccc(Cn2cc(Cl)cn2)c1	-1	-4
O=C(O)CCN1C(=O)c2ccncc2C1=O	-19	-2
C=CCc1ccc(OCCOCCOc2cccc3ccc(C)nc23)c(OC)c1	/	12
